Screening data: PubChem BioAssay, several laboratories
West Nile virus CPE = West Nile virus antiviral activity, cell-based, CPE readout (AID 1621); West Nile virus-infected cells, CPE inhibition; higher % means a stronger effect; 290,000 compounds, 0.02% hits; one-dose CPE inhibition, % at 10 µM; IC50 in µM for titrated hits; in the data active = a potency from the dose series; inconclusive = CPE inhibition mostly from about 3.7% at the one dose, without a potency; inactive = the rest, 99 in 100 with CPE inhibition below about 2.2%; also: strong numbers were not always called active
XIAP displacement = small molecules displacing peptide from XIAP – biochemical, IAP family, fluorescence polarization (AID 1018); XIAP BIR domain, fluorescence polarization peptide displacement; higher % means a stronger effect; displacement, % at 20 µM, or IC50 in µM where a hit was titrated; 200,000 compounds, 0.007% hits; in the data active = displacement above about 50%; also: a part of the inactive calls stands beside numbers as strong as those of hits
Dengue-2 NS5 capping = Dengue-2 NS5 methyltransferase inhibitors, primary screen, biochemical, confirmation dose response (AID 588689) | 340,000 compounds, 0.3% hits | inhibition, % at 25 µM, or IC50 in µM where a hit was titrated | Dengue-2 NS5 methyltransferase capping enzyme assay, biochemical; higher % means a stronger effect; in the data active = a potency from the dose series; inconclusive = inhibition above about 29% without an active follow-up result
Large T inhibition = TAg ATPase/helicase activity blockers – biochemical (AID 1903); 310,000 compounds, 0.39% hits; SV40 large T antigen ATPase/helicase inhibition assay; higher % means a stronger effect; inhibition, % at 20 µM, or IC50 in µM where a hit was titrated; in the data active = a potency from the dose series; inconclusive = inhibition mostly from about 32% at the one dose, without a potency; inactive = the rest, 99 in 100 with inhibition below about 32%; also: strong numbers were not always called active
RSV CPE inhibition = RSV antiviral activity via CPE protection, HEp-2 cells, primary 10 µM value included (AID 2391) | HEp-2 cells, RSV-induced CPE inhibition; higher % means a stronger effect | CPE inhibition, % at 10 µM, or IC50 in µM where a hit was titrated | 310,000 compounds, 0.13% hits; in the data active = a potency from the dose series; inconclusive = CPE inhibition mostly from about 23% at the one dose, without a potency; inactive = the rest, 99 in 100 with CPE inhibition below about 21%; also: strong numbers were not always called active
K1F lysis inhibition = inhibition of K1F phage lysis, E. coli UTI89, bacterial capsule biogenesis inhibitors, alamar blue (AID 488966); E. coli UTI89 K1F phage lysis, alamar blue, 2 h; higher % means a stronger effect; inhibition, % at 100 µM, or IC50 in µM where a hit was titrated; 340,000 compounds, 0.02% hits;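 active = phage lysis inhibition, versus mean bacterial control, above a set limit; inconclusive = no clear call, values can overlap the other calls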;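 also: capsule biogenesis inhibitors block K1F phage lysis so surviving cells raise fluorescence; higher fluorescence means more inhibition of phage lysis; actives were called in the ten point dose series up to 300 µM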
CSM14.1 death rescue = protection against thapsigargin-triggered cell killing – 384-well, CSM14.1, ATP luminescence, primary screen (AID 1222); CSM14.1 thapsigargin-induced death rescue, ATP luminescence; higher % means a stronger effect; cellular ATP content (survival), % at 20 µM; hits with a dose series show EC50 in µM; 190,000 tested, under 10 active;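 active = EC50 below 50 µM in the dose-response confirmation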;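 also: death triggered by thapsigargin at about 15 µM added after 2 h compound pretreatment; cell ATP read after overnight thapsigargin exposure of roughly 18 to 22 hours; normalized against plate controls of thapsigargin alone and 5% DMSO vehicle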
Yfh1-depleted yeast = enhancers of respiration in Yfh1-depleted yeast, dose response, Friedreich's ataxia, plus single-dose screen (AID 1465); S. cerevisiae Yfh1-off respiration, WST-1 reduction, 72 h; higher fold induction means a stronger effect; fold induction at 50 µM, or EC50 in µM where a hit was titrated; 220,000 compounds, 0.074% hits;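 active = fold induction of absorbance versus untreated yeast above a set limit, then at least 30% activation at any dose in follow-up; inconclusive = repeats straddling the limit, or above it without dose testing; inactive = fold induction below the set limit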;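 also: activators that raise dye reduction in frataxin-depleted yeast; strong numbers were not always called active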
WT yeast gro inh = growth inhibition of WT yeast, mitochondrial fusion screen; 190,000 compounds, 2.1% hits; mitochondrial fusion phenotypic screen, WT strain; inhibition, % at 10 µM; AID 1362; in the data active = inhibition above about 58%; tested in S. cerevisiae
WT yeast gro inh mutant strain = also measured in WT yeast gro inh; calls as there; inhibition, %; mitochondrial fusion phenotypic screen, mutant strain inhibition
* = called active by the depositor; i = inactive; ? = inconclusive; . = no result given; [ ] = dose if it differs, or a comment. Random draw from the library; overall some 2.2% were active at least once.

structure	Dengue-2 NS5 capping	WT yeast gro inh	K1F lysis inhibition	Large T inhibition	WT yeast gro inh mutant strain	RSV CPE inhibition	Yfh1-depleted yeast	XIAP displacement	CSM14.1 death rescue	West Nile virus CPE
COc1cc(/C=N/NC(=O)Cc2cccs2)c([N+](=O)[O-])cc1OC	-6%	-5	2.5%	3%	2	1.4%	i	-5.3%	-1.1%	1.0%
O=C(Nc1ccc2[nH]c(=O)[nH]c2c1)c1cc(F)c(F)cc1Cl	-2%	.	0.2%	17%	.	1.1%	i	.	.	0.0%
COCCCNC(=O)/C=C/c1c(Cl)cccc1Cl	-1%	-18	7.2%	9%	-1	1.1%	i	-1.1%	-2.5%	-0.3%
Cc1ccc(C)c(OCc2nnc(SCC(=O)NCc3ccc4c(c3)OCO4)o2)c1	-14%	13	-0.6%	3%	10	0.0%	i	-7.9%	-5.8%	-0.1%
CN(C)CCCNC(=O)c1ccc(-c2ccccc2)cc1	.	24	1.4%	4%	22	-0.6%	i	-6.5%	-2.8%	0.5%
COC(=O)c1cc(=O)n(CCc2ccccc2F)c(=Nc2ccc(F)c(Cl)c2)s1	-7%	1	4.0%	4%	-46	-2.0%	i	-1.4%	-0.9%	-0.5%
CCOC(=O)c1c(-c2ccc(OC)cc2)csc1NC(=O)CSc1nnc(C)c(=O)[nH]1	5%	-21	-0.1%	6%	4	4.5%	i	-4.4%	-1.1%	0.2%
CCNC(=S)N(Cc1cc2c(C)ccc(C)c2[nH]c1=O)C1CCCC1	-9%	-9	-0.4%	4%	3	5.8%	i	-8.4%	-1.4%	-1.1%
CCCCS(=O)(=O)Nc1ccc(Cc2ccncc2)cc1	-3%	-9	0.0%	-3%	0	3.5%	i	-6.3%	.	-1.0%
Cc1cc(C)n(CCN(C)C(=O)c2cc(COc3c(F)cccc3F)on2)n1	-10%	9	0.1%	5%	14	2.2%	i	-6.5%	0.2%	-0.7%
COc1ccccc1Nc1cc(C(=O)NC2CCCC2)c2ccccc2n1	-1%	.	0.3%	29%	.	3.5%	.	.	.	-0.2%
O=C(c1cc2nc(-c3ccc(F)cc3)cc(C(F)(F)F)n2n1)N1CCCCC1c1cccnc1 (stereo unspecified)	-4%	8	0.5%	11%	-1	2.5%	i	-5.5%	.	2.1%
COc1ccc(-n2c(=O)c3ccccc3n(CC(=O)NC3CCCCC3)c2=O)cc1	2%	-1	0.1%	5%	-12	-0.9%	i	-8.1%	2.5%	-0.5%
O=C(c1c[nH]c(C(=O)C(Cl)(Cl)Cl)c1)c1ccccc1F	-15%	.	0.1%	15%	.	0.8%	.	.	.	-0.1%
N#CC1=C(N)N(c2ncn[nH]2)C2=C(C(=O)CCC2)C1c1ccccc1 (stereo unspecified)	3%	-23	-0.6%	5%	-16	0.9%	i	-5.9%	-0.5%	-0.4%
COC(=O)c1ccc(C(=O)OC)c(NC(=O)C(C)(C)C)c1	-4%	-3	0.2%	-1%	-19	2.6%	i	-3.8%	-0.9%	-0.8%
Cc1cccc(NC(=S)NCCSc2ccc(Cl)cc2)c1	-2%	81*	0.1%	4%	62*	0.4%	i	-3.6%	2.2%	-0.7%
COc1cccc(OC)c1C(=O)NCCOc1cc(C)cc(C)c1	-9%	.	0.5%	7%	.	0.1%	.	.	.	-0.8%
O=[N+]([O-])c1cc(CN2CCN(c3ccccc3)CC2)c(O)c2ncccc12	1%	63	-0.4%	3%	66	-4.5%	i	-3.0%	0.4%	?
COc1cc(SC)ccc1C(=O)NCCN1CCOCC1	-3%	.	1.9%	5%	.	1.0%	i	.	.	0.0%
Cc1ccn2c(=O)nc(SCC(=O)c3ccc(Cl)cc3)nc2c1	2%	.	1.0%[50 µM]	11%	.	1.3%	.	.	.	.
COc1cc(N=Cc2c(CO)cnc(C)c2O)cc(OC)c1OC	5%	.	1.1%	13%	.	0.0%	.	.	.	-0.4%
CCCc1n[nH]c(=O)c2c1nnn2Cc1ccccc1F	-1%	.	0.2%	6%	.	19%	.	.	.	1.0%
O=C(NNC(=O)C1CCCO1)c1ccc(Br)cc1 (stereo unspecified)	-4%	13	2.0%[50 µM]	-3%	4	2.1%	i	-3.6%	-1.4%	-0.2%
CCOC(=O)CCNC(=O)N1CCCC(C(=O)c2ccccc2SC)C1 (stereo unspecified)	2%	12	0.2%	10%	4	0.0%	i	1.4%	-0.8%	0.8%
CCN(CC(=O)Nc1c(F)cccc1F)C(=O)CCN1C(=O)C2CCCCC2C1=O (stereo unspecified)	-11%	.	1.6%[50 µM]	9%	.	-0.5%	.	.	.	.
COc1ccccc1CNC(=O)C(C)Oc1ccccc1 (stereo unspecified)	-14%	.	0.0%	9%	.	0.6%	.	.	.	-0.7%
CCOC(=O)/C=C1\SCC(=O)N1CC(=O)NC1CCCCC1	-3%	-5	0.5%	-3%	-20	-0.4%	i	-5.5%	0.5%	0.0%
Cc1ccc(-n2nnc3c(=O)oc4ccccc4c32)cc1	-1%	-4	0.5%	8%	-20	-2.1%	i	-6.4%	2.8%	0.6%
CCN(CC)C(=O)CSc1nc2ccccc2c(=O)n1-c1cccc(OC)c1	-8%	1	0.4%	6%	-2	0.2%	i	-1.6%	0.5%	0.1%
COc1ccccc1C(=O)NC(C)c1ccc(-n2ccnc2)cc1 (stereo unspecified)	1%	.	0.6%[50 µM]	23%	.	-0.1%	.	.	.	-0.8%
COC(=O)C1=C(COc2ccc(F)cc2)NC(=O)NC1c1ccc(C)cc1C (stereo unspecified)	-6%	20	0.2%	16%	9	-0.5%	i	-14%	0.3%	-1.3%
O=C(c1cc2ccccc2o1)N1CCN(c2cccc(C(F)(F)F)c2)CC1	1%	.	1.5%[50 µM]	6%	.	1.1%	.	.	.	-0.6%
COC(=O)C(NC(=O)c1ccc(OC)cc1)(Nc1ncc(S(=O)(=O)c2ccc([N+](=O)[O-])cc2)s1)C(F)(F)F (stereo unspecified)	-7%	-16	0.0%	9%	-14	48%	i	-3.7%	-4.2%	-0.4%
COc1ccc(NC(=O)CS(=O)(=O)c2ccc(F)cc2)cc1	0%	.	-0.3%	13%	.	0.8%	.	.	.	-0.5%
COc1ccc(CCNC(=O)CN2C(=O)CSc3ccc(S(=O)(=O)N4CCOCC4)cc32)cc1OC	-3%	.	0.2%	-2%	.	0.3%	.	.	.	0.3%

3 records drawn at random from those above, as already listed:
structure	Dengue-2 NS5 capping	WT yeast gro inh	K1F lysis inhibition	Large T inhibition	WT yeast gro inh mutant strain	RSV CPE inhibition	Yfh1-depleted yeast	XIAP displacement	CSM14.1 death rescue	West Nile virus CPE
COc1ccc(NC(=O)CS(=O)(=O)c2ccc(F)cc2)cc1	0%	.	-0.3%	13%	.	0.8%	.	.	.	-0.5%
CCN(CC)C(=O)CSc1nc2ccccc2c(=O)n1-c1cccc(OC)c1	-8%	1	0.4%	6%	-2	0.2%	i	-1.6%	0.5%	0.1%
COC(=O)C(NC(=O)c1ccc(OC)cc1)(Nc1ncc(S(=O)(=O)c2ccc([N+](=O)[O-])cc2)s1)C(F)(F)F (stereo unspecified)	-7%	-16	0.0%	9%	-14	48%	i	-3.7%	-4.2%	-0.4%

Further structures follow.
structure	Dengue-2 NS5 capping	WT yeast gro inh	K1F lysis inhibition	Large T inhibition	WT yeast gro inh mutant strain	RSV CPE inhibition	Yfh1-depleted yeast	XIAP displacement	CSM14.1 death rescue	West Nile virus CPE
COc1cccc(NC(=O)[C@H](C)NC(=O)C2CCN(S(=O)(=O)c3ccc(C)cc3)CC2)c1	2%	.	2.0%[50 µM]	13%	.	2.7%	i	.	.	-0.3%
CCOCCCNC(=O)CN1C(=O)COc2ccc(S(=O)(=O)N3CCOCC3)cc21	-2%	.	0.8%	1%	.	0.3%	.	.	.	-0.5%
Cc1cccc(OCC(=O)Nc2ccc3c(c2)nc(CN2CCCCC2)n3C)c1	-3%	.	0.2%	16%	.	8.2%	.	.	.	-0.1%
Cc1cc(C(=O)COC(=O)C2=COCCO2)c(C)n1-c1cccc(F)c1	-1%	.	1.3%[50 µM]	15%	.	1.1%	.	.	.	.
COC(=O)[C@@H](Cc1ccc(O)cc1)NC(=O)[C@H]1CCC(=O)N1C(=O)OCc1ccccc1	-2%	.	6.7%	9%	.	1.3%	.	.	.	0.9%
CCCCn1c(N)c(N(CCOC)C(=O)COC(=O)/C=C/c2ccc(Br)cc2)c(=O)[nH]c1=O	-1%	.	0.7%[50 µM]	7%	.	2.6%	.	.	.	-0.3%
Cn1c(SCC(=O)NNC(=O)c2ccccc2)nnc1C1CC1	0%	.	0.5%	2%	.	1.1%	.	.	.	-0.1%
COC(=O)c1ccc(CN(c2ccc(C)cc2)S(=O)(=O)c2ccc3c(c2)OCCO3)o1	-7%	5	0.5%	2%	20	3.7%	i	-5.1%	6.9%	0.1%
O=C(Nc1sc2c(c1C(=O)O)CCC2)c1ccccc1Cl	5%	.	0.1%	7%	.	2.8%	.	.	.	-0.2%
O=c1c2cc(Br)ccc2nc(-c2cccc(Cl)c2)n1O	-6%	.	0.4%	8%	.	2.9%	.	.	.	-0.1%
COc1ccc(CNC(=O)c2coc(=O)c3ccccc23)cc1	1%	-2	2.2%	18%	-11	5.2%	i	-5.3%	-1.2%	0.1%
COc1ccc(C(=O)NCCN2CCCC2)cc1OC	-6%	1	0.0%	0%	0	-1.3%	i	-4.1%	-2.7%	0.6%
CCOc1cc2[nH]c(=O)n(CCCCC(=O)N3CCCCCC3)c(=O)c2cc1OCC	-7%	1	0.2%	4%	3	0.5%	i	-8.2%	-0.1%	-0.3%
COC(=O)Cn1c(=O)c2c(nc3n2CCCN3CCc2ccc(OC)c(OC)c2)n(C)c1=O	-8%	.	0.2%	4%	.	1.3%	.	.	.	-0.6%
O=C(NC1CC1)c1cc(F)c(F)cc1Cl	-6%	10	-0.3%	2%	19	1.6%	i	-2.9%	-1.7%	0.2%
CCOC(=O)c1[nH]c(=O)[nH]c1CNc1ccccc1C#N	-2%	.	0.0%	16%	.	1.3%	.	.	.	-0.2%
O=C(CSc1nnc(Cc2ccc3c(c2)OCO3)n1C1CCCCC1)NC1CCCC1	-2%	-6	-1.7%	-2%	2	1.5%	i	-4.9%	-0.2%	-0.5%
COCCNC(=O)CCC1CCN(C/C=C/c2ccccc2OC)CC1	-9%	.	0.6%	-3%	.	-0.6%	.	.	.	-0.1%
